Bioassay records as filed in PubChem.
USP1-UAF1 inh – USP1/UAF1 (human) deubiquitinase inhibition. recombinant USP1/UAF1, Ub-Rhodamine cleavage fluorescence. Potency, µM (top dose mostly 57.1 µM), for inactives: at the highest dose activity change, negative = inhibition, hits mostly inhibitors. 390,000 compounds, 0.23% hits. AID 743255; further: potency means the concentration at half of the fitted maximal effect; on the % scale 0 is the no-effect control and ±100 the full control effect; nearly all actives have a fitted effect of over 60% in size; inactives centre near -12
Target sequence (O94782 whole entry, looked up): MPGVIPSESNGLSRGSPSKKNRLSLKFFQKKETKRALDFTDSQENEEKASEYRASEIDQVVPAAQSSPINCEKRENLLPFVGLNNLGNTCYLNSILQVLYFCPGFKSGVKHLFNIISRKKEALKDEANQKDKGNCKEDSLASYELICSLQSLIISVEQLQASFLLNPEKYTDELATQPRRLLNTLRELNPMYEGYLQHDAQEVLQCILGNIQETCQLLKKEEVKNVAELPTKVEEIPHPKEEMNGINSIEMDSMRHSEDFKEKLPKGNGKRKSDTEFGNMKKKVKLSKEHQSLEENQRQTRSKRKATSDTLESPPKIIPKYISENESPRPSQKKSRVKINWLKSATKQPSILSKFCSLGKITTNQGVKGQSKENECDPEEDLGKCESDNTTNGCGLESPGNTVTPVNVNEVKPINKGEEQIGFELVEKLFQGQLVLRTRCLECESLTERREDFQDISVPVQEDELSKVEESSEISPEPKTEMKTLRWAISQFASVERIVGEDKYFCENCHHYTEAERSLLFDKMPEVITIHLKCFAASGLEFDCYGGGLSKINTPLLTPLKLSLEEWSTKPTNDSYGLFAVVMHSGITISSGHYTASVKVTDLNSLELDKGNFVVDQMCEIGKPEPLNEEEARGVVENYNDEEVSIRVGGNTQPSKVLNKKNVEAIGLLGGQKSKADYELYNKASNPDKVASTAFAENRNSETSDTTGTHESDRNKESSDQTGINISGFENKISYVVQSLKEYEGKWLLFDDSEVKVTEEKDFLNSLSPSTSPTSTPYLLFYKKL
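USP1/UAF1 complex at 1 nM was preincubated with compound for 15 min at room temperature, then Ub-Rho substrate (150nM final) was added. Fluorescence (480/540 nm) was read kinetically, 6 reads every 60 seconds.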
RXFP1 agonist – agonists of human relaxin receptor RXFP1. Q9HBX9. HEK293T-RXFP1 cAMP TR-FRET, 30 min; response scale: percent of porcine relaxin response, buffer zero. Potency, µM (top dose mostly 57.5 µM), for inactives: at the highest dose activation, most hits filed as activators. 370,000 compounds, 0.3% hits. AID 2676; further: potency means the concentration at half of the fitted maximal effect; on the % scale 0 is the no-effect control and ±100 the full control effect; nearly all actives have a fitted effect of over 60% in size; many of its hits are not listed in these tables
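HEK293T cells stably expressing RXFP1 were pretreated with the PDE4 inhibitor Ro 20174, exposed to compounds for 30 min at 37C, lysed, and cAMP was read by TR-FRET. Data normalized to buffer (basal) and 29 nM porcine relaxin (100%).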
Glioma ERSR ind – ER stress response induction in glioma; AID 602332; Potency, µM, inactives show at the highest dose activation, most hits filed as activators; U87-MG GRP78 promoter luciferase reporter, 16 h; 420,000 compounds, 0.02% hits; further: potency means the concentration at half of the fitted maximal effect; series mostly up to about 76 µM; % of control where 0% means no effect; nearly all actives have a fitted effect of over 35% in size
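ERSR induction read as luciferase luminescence (Bright-Glo, 10 min at room temperature) in stably transfected human U87-MG glioma cells exposed to compounds for 16 h, using GRP78 as sensor.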
TrxR1 substrate – is turned over as a substrate by rat TrxR1; O89049; purified TrxR1 substrate turnover, NADPH consumption readout; Potency, µM (highest dose often 114 µM), without a hit: top-dose activity change, negative = substrate turnover; 390,000 compounds, 0.01% hits; further: potency means the concentration at half of the fitted maximal effect; on the % scale 0 is the no-effect control and ±100 the full control effect; nearly all actives have a fitted effect of over 50% in size
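Rat TrxR1, dispensed at 90 nM, was prereduced with 400 uM NADPH (final) for 5 min at ~22 deg C, then incubated with compound 15 min before 400 uM selenite. A first-read NADPH fluorescence drop versus no-compound background flagged substrates.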
LDHA block – blocks human lactate dehydrogenase A | P00338 | purified LDHA, NADH/diaphorase-resazurin fluorescence; hits give low values | activity change, % (values are at about 110 or 230 µM) | 480,000 compounds, 0.15% hits | AID 1347041; in the data active means activity change below about -30%; inconclusive means mostly about -25% to -30%;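 further: plate controls were DMSO wells for no effect and wells without enzyme for full effect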
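Human LDH5 (2 nM) was incubated with 0.06 mM NADH and 0.2 mM pyruvate for 5 min at room temperature in Tris pH 7.4. Remaining NADH was coupled through diaphorase/resazurin, and resorufin fluorescence was read at 0 and 20 min.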
PI4K2A block – blocks human PI4K2A kinase activity; activity change, negative = inhibition, % at 76.9 µM; purified PI4K2A, ADP-Glo luminescence, 1 h; hits give low values; 420,000 compounds, 0.13% hits; Q9BTU6; in the data active means activity change below about -50%; inconclusive means mostly about -30% to -49%;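 further: -100% = wells without enzyme as full effect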
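ADP-Glo luminescence measured ADP generated by PI4K2A enzyme (4 ug/mL before mixing) with 1.2 mM PI substrate (pre-mix) and 300 microM ATP (pre-mix). Tris pH7.5 buffer with MgCl2, Triton X-100; 1 h reaction at ambient temperature.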
Vif-APOBEC3G blk – inhibitors of Vif-APOBEC3G interaction; HeLa A3G-eYFP + Vif (tagged APOBEC3G with the HIV-1 protein that degrades it), YFP fluorescence, overnight; 410,000 compounds, 0.076% hits; Potency, µM (highest dose often 46.1 µM), for inactives: at the highest dose activity, negative = active, hits mostly inhibitors;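 further: potency means the concentration at half of the fitted maximal effect; on the % scale 0 is the no-effect control and ±100 the full control effect; nearly all actives have a fitted effect of over 60% in size; hits raise eYFP signal because A3G escapes Vif-driven loss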
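Read-out is eYFP fluorescence (Ex 488/Em 500-530) from Vif-expressing HeLa A3G-eYFP cells; more signal means A3G escaped Vif-mediated degradation. Cells plated overnight, compound pinned in, incubated overnight at 37 deg C.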
IDH1 R132H inh – human IDH1 R132H inhibition; O75874; AID 602179; Potency, µM (highest dose often 76.6 µM), for the others: top-dose activity change, negative = inhibition, most hits filed as inhibitors; 390,000 compounds, 0.093% hits; IDH1-R132H enzyme, NADPH consumption, diaphorase/resazurin fluorescence; further: potency means the concentration at half of the fitted maximal effect; on the % scale 0 is the no-effect control and ±100 the full control effect; nearly all actives have a fitted effect of over 65% in size
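IDH1-R132H (0.5 ug/mL dispensed) in pH 7.5 Tris buffer was preincubated 30 min with compound, then given a substrate mix of 0.016 mM NADPH and 2 mM alpha-KG for 80 min at room temperature; remaining NADPH was read by diaphorase/resazurin fluorescence.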
Vif-APOBEC3F blk – blocks the Vif interaction with APOBEC3F. HeLa A3F-eYFP + Vif (tagged APOBEC3F with the HIV-1 protein that degrades it), YFP fluorescence increase. Potency, µM (highest dose often 46.1 µM), without a hit: at the highest dose activity, negative = active. 390,000 compounds, 0.2% hits; further: potency means the concentration at half of the fitted maximal effect; % of control where 0% means no effect; nearly all actives have a fitted effect of over 65% in size
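Fluorescence increase (Ex 488/Em 500-530) after overnight compound treatment at 37 deg C flags inhibition of Vif-driven A3F-eYFP loss in stable HeLa A3F-eYFP/Vif cells seeded overnight beforehand.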
* hit, by the source's call; ? = inconclusive; nt = no result given; & = joins results of further samples; [ ] = another dose, or the depositor's remark. Unless noted, the call rests on the fitted dose curve; in most records, active means well fitted curve in the direction sought with a large enough effect; inconclusive means small, poorly fitted or top-dose-only effect, or another doubt; inactive means no such curve, though single readings can be large; an effect the other way counts as inactive or inconclusive. The list is partial, so the mix of outcomes need not match the whole.

compound,USP1-UAF1 inh,RXFP1 agonist,Glioma ERSR ind,TrxR1 substrate,LDHA block,PI4K2A block,Vif-APOBEC3G blk,IDH1 R132H inh,Vif-APOBEC3F blk
Cn1cccc1/C=C1\SC(=Nc2ccccc2)NC1=O,-5%,-1.8%,5%,-7%,-7,0,?,0%,-7%
CC1CCCN(C(=O)CNC(=O)c2ccco2)C1 (configuration not stated),-4%,3.8%,1%,-9%,-3,-2,-3%,0%,-3%
Cc1n[nH]c(C)c1S(=O)(=O)N1CCC(C(=O)N2CCn3c2nc2ccccc23)CC1,-10%,0.0%,-5%,7%,-4,-4,-4%,12%,-7%
CCCCOC(=O)Nc1cc(C(=O)OC)ccc1C(=O)OC,?,3.1%,-4%,24%,1,-1,-2%,6%,2%
NC(=O)c1oc2ccccc2c1NC(=O)CN1CCCCC1,-9%,-1.0%,-4%,12%[57.1 µM],-8,4,4%,13%,-15%
CCC1CN(C(=O)N2CCC(C(=O)NCCc3ccc(C)cc3)CC2)c2ccccc2O1 (configuration not stated),-26%,-1.3%,-4%,6%,-3,-9,2%,-4%,-3%
COc1ccc(NC(=O)Nc2ccc3c(c2)C(=O)N([C@H](C)CO)C[C@H](C)[C@@H](CN(C)C(=O)Nc2ccc(OC)cc2)O3)cc1,-13%,nt,0%,6%,-1,7,0%,4%,9%
Cc1ccc2nc(NCCC(=O)O)nc(-c3ccccc3)c2c1,-22%,7.2%,-3%,84%[activator],-2,0,0%,0%,2%
CN(C)c1cccc(/C=C(\C#N)c2ccccc2)c1,-17%,4.5%,-4%,-4%[57.1 µM],1,3,?,-9%,-1%
CN(C)C(CNC(=O)C1CCCN(C(=O)c2ccc(Cl)cc2)C1)c1ccco1 (configuration not stated),-7%,-0.6%,-4%,-6%,-5,-4,0%,1%,-11%
Cc1ccccc1C(=O)c1cccn1CC(=O)NCCCc1ccccc1,-12%,0.6%,-1%,-3%,-6,0,-5%,9%,3%
CCCSc1nnc(CSc2nc3ccccc3s2)n1-c1ccccc1,-17%,1.5%,0%,2%,-6,-7,-1%,7%,-3%
COCCCNC(=O)c1ccc2c(=O)n(Cc3ccc4c(c3)OCO4)c(=S)[nH]c2c1,-21%,12%,-1%,-3%,0,5,-4%,-1%,-2%
CC(=O)N1C(C)(C)CC(=NOC(=O)c2ccccc2)CC1(C)C,-19%,-2.0%,-3%,2%,0,-2,0%,9%,-3%
Cc1ccc(CNC(=O)CS(=O)(=O)CC(=O)O)cc1,-9%,-2.1%,-1%,6%,-2,4,-1%,-1%,6%
CCc1nc2c(OCc3ccccc3)cccn2c1N(C)C(=O)C(C)C,nt,nt,-6%,nt,-12,2,-3%,nt,nt
COc1ccc(C(=O)NCC(c2cccs2)N2CCc3ccccc32)cc1OC (configuration not stated),-21%,-0.8%,-4%,-1%[57.1 µM],-2,1,-4%,1%,5%
COC(=O)c1ccc(/C=C/C(=O)c2cccc(OC)c2)cc1,?,4.0%,-3%,-2%,-3,9,5%,2%,13%
CCN1C(=O)[C@@H]2[C@H](C1=O)[C@@H]1C(=O)Nc3ccccc3C(=O)N1[C@@H]2c1cccc(Cl)c1,-22%,-0.4%,-3%,10%[57.1 µM],-13,4,1%,-8%,2%
CN(c1ccccc1)S(=O)(=O)c1cccc(C(=O)OCC(=O)NCc2ccco2)c1,-20%,0.9%,2%,5%[57.1 µM],-5,0,-6%,1%,?
Cc1ccc(Nc2nnc(SCc3nc4ccccc4c(=O)[nH]3)s2)cc1,-7%,-0.5%,-1%,-5%,-16,-1,-4%,-2%,-13%
CN1CCC(=O)N(CCSc2ccccc2)CC1,-28%,0.6%,1%&-3%,6%[57.1 µM],0,-3,2%&1%,-4%,-6%
CCOC(=O)C1=C(COC(=O)COc2ccccc2C#N)NC(=O)NC1C (configuration not stated),-19%,0.9%,-1%,3%,-5,-5,-6%,-10%,10%
Cc1cc2oc(=O)cc(CN(C)Cc3cccc(F)c3)c2cc1Cl,-31%,3.6%,?,6%,2,-2,0%,-9%,0%

One compound at a time, from the list above.
Listed for `CN1CCC(=O)N(CCSc2ccccc2)CC1` = USP1-UAF1 inh: -28%; RXFP1 agonist: 0.6%; Glioma ERSR ind: 1%&-3%; TrxR1 substrate: 6%[57.1 µM]; LDHA block: 0; PI4K2A block: -3; Vif-APOBEC3G blk: 2%&1%; IDH1 R132H inh: -4%; Vif-APOBEC3F blk: -6%
Listed for `CCc1nc2c(OCc3ccccc3)cccn2c1N(C)C(=O)C(C)C` = USP1-UAF1 inh: nt; RXFP1 agonist: nt; Glioma ERSR ind: -6%; TrxR1 substrate: nt; LDHA block: -12; PI4K2A block: 2; Vif-APOBEC3G blk: -3%; IDH1 R132H inh: nt; Vif-APOBEC3F blk: nt

Following part.
compound,USP1-UAF1 inh,RXFP1 agonist,Glioma ERSR ind,TrxR1 substrate,LDHA block,PI4K2A block,Vif-APOBEC3G blk,IDH1 R132H inh,Vif-APOBEC3F blk
CCCCN(C(=O)CSc1nc2ccccc2s1)c1c(N)n(CCCC)c(=O)[nH]c1=O,-5%,nt,3%,8%[57.1 µM],-8,-5,-1%,-3%,-5%
CCOC(=O)CS(=O)(=O)c1ccccc1,-10%,-3.4%,-5%,0%,-6,8,0%,-2%,0%
COc1nc(-c2ccc(Cl)cc2Cl)nc2ccccc12,-12%,1.6%,-2%,1%,-10,-2,1%,-9%,0%
COc1ccc(/C=N/NC(=O)C(N)=O)c(OC)c1OC,-6%,1.7%,-5%,5%[57.1 µM],-5,5,0%,-8%,1%
COc1ccc(CCC(=O)N(C)CC(=O)Nc2cc(C)ccc2C)cc1,-20%,1.1%,-6%,6%[57.1 µM],-5,-1,2%,0%,-30%
CCOc1ccc(N(CC(=O)N2CCCCCC2)S(=O)(=O)c2ccc(C)cc2)cc1,-19%,-0.2%,-1%,8%[57.1 µM],3,-3,2%,9%,-16%
Cc1cccc(NS(=O)(=O)c2cccc(C(=O)N3CCCCCC3)c2)c1,-10%,0.3%,-4%,-7%,-7,1,-5%,10%,-7%
CN(C)CCCn1c2c3ccccc3ccc2c2oc(=O)c3ccccc3c21,-15%,nt,-8%&-2%,8%[57.1 µM],16&13,-3,-7%&8%,6%,-4%
O=C(NCCOc1ccccc1Cl)c1cc(F)c(F)cc1Cl,-12%,0.5%,1%,-3%,-4,-3,-2%,2%,4%
O=C(NCc1ccc(F)cc1)c1cc(-c2cccs2)on1,0%,-1.4%,5%,7%,-10,6,0%,12%,-14%
COc1ccc(Cl)cc1NC(=O)CN(C)CC(=O)NCc1cccs1,-12%,1.3%,-1%,6%,1,2,4%,16%,-3%
COc1ccc(-c2nn(-c3ccccc3)cc2/C=N/N2C(=O)CSC2=S)cc1,-19%,2.0%,-2%,1%,2,5,-5%,7%,-2%
Cc1ccc2nc(Nc3ncc4c(n3)CC(C)(C)CC4=O)nc(C)c2c1,-4%,6.5%,-3%,8%[57.1 µM],-3,-5,1%,1%,12%
CCc1cc(C(=O)Nc2nc(-c3ccccn3)cs2)sc1C,-30%,1.5%,-1%,8%,5,-7,0%,0%,-18%
CCC1=C(OC(=O)N(CC)CC)N2C(=O)OC(=NCC3CC3)[C@]2(Cc2ccccc2)[C@H]2C1=CC[C@H]1C(=O)N(c3ccccc3)C(=O)[C@H]12,-22%,0.0%,-4%,-2%[57.1 µM],-1,9,0%,14%,7%
CCOc1ccccc1NC(=O)c1cccc(NC(=O)c2ccco2)c1,-18%,-0.3%,3%,7%[57.1 µM],-6,3,?,7%,-1%
Cc1ccc(Cl)cc1N(CC(=O)N1CCOCC1)S(C)(=O)=O,-16%,-0.3%,0%,2%,-4,-1,0%,-5%,-3%
Cc1cc(C)nc(NS(=O)(=O)c2ccc(NC(=O)CSc3nc4ccccc4[nH]3)cc2)n1,-14%,-0.1%,-4%,-6%,-6,-5,-1%,1%,6%
Clc1ccc(C2=Nn3c(nnc3-c3cc(-c4ccccc4)n[nH]3)SC2)cc1,-19%,-0.4%,-3%,8%,-11,1,-15%,-9%,-4%
CCCNC(=O)N1CCCN(S(=O)(=O)c2ccc3c(ccn3CC)c2)CC1,-20%,-1.1%,-2%,10%[57.1 µM],-3,-1,1%,-20%,0%
CCOC(=O)c1ccc2c(c1)N(Cc1ccccc1)C(=O)c1ccccc1S2,-24%,-2.9%,2%,-8%[57.1 µM],-2,-5,-6%,-5%,1%
COc1cc(OC)c2ccc(=O)oc2c1C(CC(=O)N1CCN(c2ccccc2)CC1)c1ccc2c(c1)OCO2 (configuration not stated),-13%,-0.8%,-3%&-2%,5%&8%,0,0,0%&0%,-7%,6%
NC(=O)c1ccccc1NC(=O)c1ccccc1S(=O)(=O)c1ccccc1[N+](=O)[O-],-21%,0.9%,-2%,-10%,1,13,-7%,-1%,2%
O=C(NCc1cccnc1)c1cc(C2CCCCN2S(=O)(=O)c2cccc3cccnc23)on1 (configuration not stated),nt,nt,-3%,nt,2,0,-3%,nt,nt
O=C(CSc1nccc(=O)[nH]1)c1cc2ccccc2o1,-5%,13%,1%,-2%,1,-3,-4%,-5%,-1%
COc1ccc(N(C)S(=O)(=O)c2ccc(C)cc2)c([N+](=O)[O-])c1,-2%,-1.0%,-6%,4%[57.1 µM],-1,0,1%,2%,-2%
COCCNC(=O)c1cnc2sc(N3CCCCC3)nn2c1=O,-25%,6.7%,-1%,71%[activator][57.1 µM],-5,-7,-4%,23%,-1%
